GASC-1 inh = blocks human GASC-1 demethylase activity. Q9H3R0. 330,000 tested, 0.069% active. GST-JMJD2C(1-420) H3K9me3 demethylation, DELFIA europium. inhibition, % at 2.35 µM;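 active = more than half of a compound's replicate wells show inhibition beyond 50%, single wells judged on their own value; inconclusive = some, but no more than half, of replicates pass 50% inhibition; inactive = no replicate passes 50% inhibition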;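 note: signal counts dimethyl H3K9 product captured on neutravidin plate; 0% = median of DMSO wells and 100% = 0.3 times that DMSO median; strong numbers were not always called active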
Target sequence (Q9H3R0 1-420 limits assumed): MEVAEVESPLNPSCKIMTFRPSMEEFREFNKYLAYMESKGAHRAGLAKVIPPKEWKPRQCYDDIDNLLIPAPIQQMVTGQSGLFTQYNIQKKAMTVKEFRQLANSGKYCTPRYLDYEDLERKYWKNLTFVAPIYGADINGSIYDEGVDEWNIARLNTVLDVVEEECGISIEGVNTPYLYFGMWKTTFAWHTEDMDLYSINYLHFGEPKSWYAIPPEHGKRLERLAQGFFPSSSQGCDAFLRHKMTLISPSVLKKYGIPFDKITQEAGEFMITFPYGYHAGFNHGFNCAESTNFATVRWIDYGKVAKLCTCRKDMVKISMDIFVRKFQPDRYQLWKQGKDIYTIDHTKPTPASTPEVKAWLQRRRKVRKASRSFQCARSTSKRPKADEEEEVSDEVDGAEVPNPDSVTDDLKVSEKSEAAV
AGP1-GFP MLPCN = alters AGP1-GFP fluorescence in TOR pathway yeast screen; GFP response vs DMSO, % at 10 µM; 320,000 tested, 0.02% active; S. cerevisiae AGP1-GFP multiplex flow cytometry, 3 h; GFP as percent of DMSO wells;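 active = GFP response relative to DMSO above a set limit, near screen average plus 3 SD, cut at about 150% in these data; inconclusive = fewer than 70 cells counted for the yeast strain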;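 note: median GFP channel fluorescence of the gated AGP1 strain per well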
GRK2 aptamer HTS = blocks RNA aptamer binding to human GRK2; bead flow cytometry, FAM-aptamer displacement from GRK2; AID 488847; P25098; 330,000 tested, 0.59% active; inhibition of aptamer binding, % at 10 µM;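 active = inhibition of aptamer binding above 40%, roughly 3 SD of noise, on plates passing a quality check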;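 note: median bead fluorescence of bound FAM aptamer so fluorescent compounds give negative values; no value below 0 was filed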
Target sequence (P25098 whole entry, looked up): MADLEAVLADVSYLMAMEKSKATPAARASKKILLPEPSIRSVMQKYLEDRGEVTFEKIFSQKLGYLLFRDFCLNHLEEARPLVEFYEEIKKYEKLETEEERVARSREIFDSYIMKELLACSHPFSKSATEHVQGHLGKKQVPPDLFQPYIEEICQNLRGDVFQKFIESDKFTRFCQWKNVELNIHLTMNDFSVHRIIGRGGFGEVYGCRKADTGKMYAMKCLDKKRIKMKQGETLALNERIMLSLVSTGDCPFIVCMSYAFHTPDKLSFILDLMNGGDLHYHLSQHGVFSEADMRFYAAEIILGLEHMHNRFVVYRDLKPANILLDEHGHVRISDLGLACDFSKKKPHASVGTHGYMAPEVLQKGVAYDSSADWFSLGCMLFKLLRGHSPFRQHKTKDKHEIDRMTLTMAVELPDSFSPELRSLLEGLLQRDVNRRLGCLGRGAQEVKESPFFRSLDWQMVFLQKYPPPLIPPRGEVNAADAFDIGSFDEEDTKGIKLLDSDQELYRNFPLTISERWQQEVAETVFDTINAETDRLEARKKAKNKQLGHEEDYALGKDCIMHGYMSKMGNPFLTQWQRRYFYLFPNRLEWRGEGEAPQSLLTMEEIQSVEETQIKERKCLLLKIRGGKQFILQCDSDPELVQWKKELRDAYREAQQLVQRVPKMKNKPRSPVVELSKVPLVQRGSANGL
VLA-4 inh = inhibition in a human VLA-4 binding assay; VLA-4 expressing cells, ligand binding flow cytometry; inhibition, % (about 7 µM as worked out from the volumes in the protocol); 330,000 tested, 0.2% active; AID 2557; in the data active = inhibition above about 50%
RPL19A-GFP yeast = modulators of TOR pathway RPL19A-GFP in S. cerevisiae; percent response vs DMSO, % at 10 µM; 330,000 tested, 0.3% active; S. cerevisiae RPL19A-GFP strain, flow cytometry, 3 h; hits give low values;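 active = percent response vs DMSO below 50%; inconclusive = fewer than 70 events counted for the yeast strain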;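 note: median channel GFP fluorescence of the barcoded RPL19A-GFP strain; ratio of sample median GFP to plate DMSO average so 100% = DMSO; lower means less RPL19A-GFP as with rapamycin TOR inhibition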
CIT2-GFP yeast = alters CIT2-GFP fluorescence in TOR pathway yeast screen. S. cerevisiae CIT2-GFP strain, flow cytometry, 3 h; 100 means same as DMSO wells. GFP response vs DMSO, % at 10 µM. 320,000 tested, 0.065% active. AID 2029;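 active = GFP response relative to DMSO above a set limit, near the screen mean plus 3 SD, cut at about 150% in these data; inconclusive = Fewer than 70 cells measured for a yeast strain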;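 note: ratio of well median GFP fluorescence to mean of DMSO wells on the plate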
LAP4 TOR yeast = modulators of TOR pathway LAP4-GFP in S. cerevisiae; GFP response vs DMSO, % at 10 µM; S. cerevisiae LAP4-GFP multiplex, flow cytometry GFP, 3 h; median GFP as percent of DMSO wells; 320,000 tested, 0.34% active;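 active = GFP response vs DMSO above a set limit, about the screen mean plus 3 SD, cut at about 150% in these data; inconclusive = under 70 cell events counted for the yeast strain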
MEP2-GFP yeast = alters MEP2-GFP fluorescence in TOR pathway yeast screen; 330,000 tested, 0.51% active; S. cerevisiae MEP2-GFP strain, flow cytometry GFP, 3 h; 100% = DMSO control level; GFP response vs DMSO, % at 10 µM;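 active = GFP response versus DMSO above a set limit, roughly screen mean plus 3 SD, cut at about 180% in these data; inconclusive = fewer than 70 cells counted for a yeast strain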;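 note: median GFP fluorescence of the barcode-gated MEP2-GFP cells per well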
* hit, by the source's call; ? = inconclusive; . = not tested or not shown; & = joins results of further samples; [ ] = another dose, or the depositor's remark.

SMILES	GASC-1 inh	AGP1-GFP MLPCN	GRK2 aptamer HTS	VLA-4 inh	RPL19A-GFP yeast	CIT2-GFP yeast	LAP4 TOR yeast	MEP2-GFP yeast
COc1ccc(CCC(=O)NCc2ccccc2Cl)cc1OC	-5	104	1	7	102	106	95	104
CC(CCc1ccccc1)NC(=O)Cc1ccc([N+](=O)[O-])cc1 (centres undefined)	-5	97	0	18	100	95	89	98
COCCn1c(SCC(=O)N2CCCCCC2)nc2c([nH]c3ccccc32)c1=O	6	101	0	-14	102	107	115	141
O=C(CCc1ccccc1)NC(=S)Nc1cccc(Br)c1	0	90	0	-5	99	86	98	111
O=c1cc(CN2CCCc3ccccc32)nc2sccn12	3	107	0	1	95	103	110	102
O=C(CCCSc1nc2ccccc2s1)Nc1nccs1	-2	94	0	-7	98	89	104	98
O=C1CC(c2cccc([N+](=O)[O-])c2)c2c(ccc3ccccc23)N1 (centres undefined)	-10	109	1	0	116	100	115	103
O=C(O)CCc1ccc(-c2ccccc2)n1CC(=O)Nc1cccc(C(F)(F)F)c1	6	102	0	4	105	100	97	103
C=CCC(C)(NCc1ccccc1)c1ccco1 (centres undefined)	-20	104	0	10	101	102	96	98
CCCCn1c(-c2cc(Cl)ccc2OC)n[nH]c1=S	7	103	0	-7	102	102	104	106
O=C(/C=C/c1ccccc1Cl)Nc1cccc(O)c1	0	102	0	-11	94	94	104	98
CCNC(=O)C(C)NC(=O)C1=NN(c2ccccc2)C(=O)CC1 (centres undefined)	-44	96	2	-14	104	100	89	103

Entries from the list above containing an aryl thioether with sulfur outside any ring (2):
SMILES	GASC-1 inh	AGP1-GFP MLPCN	GRK2 aptamer HTS	VLA-4 inh	RPL19A-GFP yeast	CIT2-GFP yeast	LAP4 TOR yeast	MEP2-GFP yeast
COCCn1c(SCC(=O)N2CCCCCC2)nc2c([nH]c3ccccc32)c1=O	6	101	0	-14	102	107	115	141
O=C(CCCSc1nc2ccccc2s1)Nc1nccs1	-2	94	0	-7	98	89	104	98

(continued)
SMILES	GASC-1 inh	AGP1-GFP MLPCN	GRK2 aptamer HTS	VLA-4 inh	RPL19A-GFP yeast	CIT2-GFP yeast	LAP4 TOR yeast	MEP2-GFP yeast
CCCCN(Cc1cc2cc(OC)ccc2[nH]c1=O)C(=O)c1ccccn1	-4	111	3	4	112	109	113	107
O=C(Oc1cccnc1)c1cc2ccccc2oc1=O	-10	105	0	7	101	95	106	102
CC(C)[C@H](NC(=O)C1CCN(C(=O)[C@@H]2CCCN2)CC1)C(=O)NCc1ccc(F)cc1	.	101	0	6	94	99	94	100
O=C(C1CCN(C2CC(=O)N(c3ccc(F)cc3)C2=O)CC1)N1CCOCC1 (centres undefined)	-9	105	0	-1	101	96	104	98
Cc1ccc(C(=O)CN2C(=O)C(C)Oc3ccccc32)cc1 (centres undefined)	13	97	0	-18	98	85	129	92
Cc1ccc(S(=O)(=O)CC(=O)Nc2nc3ccc(S(N)(=O)=O)cc3s2)cc1	2	104	1	10	98	97	102	98
Cc1ccc(NC(=O)c2ccccc2OCC(=O)c2ccccc2)cc1	0	103	0	13	101	106	89	93
Cc1cccc(C)c1NC(=S)NC(=O)c1ccccc1F	-14	92	0	12	97	89	94	99
Cc1ccc(N(C(=O)CCC(=O)Nc2cc(C)on2)C(C(=O)NC2CCCC2)c2ccncc2)cc1 (centres undefined)	20	95	0	5	96	96	95	96
Cc1noc(NS(=O)(=O)c2ccc(NC(=O)c3nn(-c4ccc(F)cc4)ccc3=O)cc2)c1C	27	104	1	-3	99	102	97	97
O=C(CCCn1c(SCC(=O)Nc2ccccc2C(F)(F)F)nc2ccccc2c1=O)NCC1CCCO1 (centres undefined)	-8	96	1	-18	96	103	85	93
Cc1occc1C(=O)NNC(=O)c1ccccc1[N+](=O)[O-]	-14	95	0	5	94	94	99	97
CC1CCCCC1NC(=O)CN(C)S(=O)(=O)c1cccc2nsnc12 (centres undefined)	4	102	0	-1	101	101	107	107
COc1ccc(NC(=O)CSc2n[nH]c(=O)n2Cc2ccccc2)cc1Cl	-4	104	0	3	99	98	110	97
COc1ccc(NC(=O)Cn2c(=O)n(CC3CCCO3)c(=O)c3cc(OC)c(OC)cc32)cc1OC (centres undefined)	-11	105	0	0	96	109	100	99
CCCOc1ccc(NC(=O)Cc2ccc(S(=O)(=O)N3CCOCC3)s2)cc1OCCC	1	103	2	6	95	95	97	104
COc1ccc(OC)c(N(CC(=O)Nc2cccnc2)S(=O)(=O)c2ccc(C)cc2)c1	-1	90	0	7	91	91	85	90
Cc1ccc2c(c1)C(=O)CC1(CCCCCC1)O2	-2	96	2	8	96	90	91	98
O=C(Nc1ccc(CN2CCCCC2)cc1)c1cccc(F)c1	-3	94	0	-1	108	93	99	104
Cc1cccc(OCC(O)CN2CCN(CCN3C(=O)c4cccc5cccc(c45)C3=O)CC2)c1C (centres undefined)	-5	98	0	-3	98	88	101	92
O=C1C=C(c2cc(F)ccc2F)C[C@@H](c2ccc(F)cc2)C1	18	99	1	5	103	99	102	104
Cn1c(=NC(=O)C(C)(C)C)sc2cccc(F)c21	-4	28[may fluoresce violet]	1	12	83[may fluoresce violet]	?	100[may fluoresce violet]	210*[may fluoresce violet]
O=C(Nc1ccon1)c1cc2ccccc2oc1=O	-4	96	1	5	100	102	104	103
COc1cccc(NC(=O)n2nc(N)cc2-c2ccc(Cl)cc2)c1	5	101	0	-3	93	121	106	103
Cc1ccc(OCC(=O)c2cc(C)n(Cc3cccs3)c2C)c([N+](=O)[O-])n1	3	101	2	0	96	80	111	96
CC(=O)OC[C@H]1O[C@@H](O[C@H]2C[C@]3(C)C(C[C@@H](O)C4C([C@]5(C)CC[C@@H](C(C)(C)O)O5)CC[C@]43C)[C@@]3(C)CC[C@H](O)C(C)(C)C23)[C@H](O[C@@H]2O[C@@H](C)[C@H](O)[C@@H](O)[C@H]2O)[C@@H](O)[C@@H]1O (some centres undefined)	24	98	1	-10	97	89	95	102
COCCN1CCN(C(=O)C2CCC(=O)N(Cc3ccc(Cl)cc3)C2)CC1 (centres undefined)	-24	99	0	0	102	94	101	100
Cc1ccc(/C=N/NC(=O)CSc2nc3ccccc3c(=O)n2-c2ccccc2)s1	-8	95	3	-17	96	103	86	97
CCOc1c(Br)cc(Br)cc1/C=C1\SC(N)=NC1=O	6	100	1	6	109	105	99	114
COC(=O)c1ccc(Cn2cc(/C=C\[N+](=O)[O-])c3ccccc32)o1	4	94	2	0	102	96	121	96
O=C(CN1C(=O)NC2(CCCC2)C1=O)NNC(=O)c1ccc(F)cc1	0	108	1	-7	97	107	103	100
COCCn1nc2cc(C(=O)NCc3cc(C(F)(F)F)cc(C(F)(F)F)c3)ccc2c1OC	-3	87	0	24	101	84	96	94
COc1ccc(C(=O)NCCNc2nc3cc(C)c(C)cc3cc2C)cc1	-2	107	0	-13	99	114	104	111
CCCc1ccc(C2C3=C(CC(C)(C)CC3=O)NC3=C2C(=O)c2ccccc23)cc1 (centres undefined)	-5	105	6	6	96	104	98	96
CCCC(=O)Nc1ccc(-c2cnc(-c3ccc(NC(=O)CCC)cc3)nc2)cc1	-2	94	0	3	105	104	85	89
CCNc1cc(=O)n(C)c(=O)n1C	-7	108	3	-3	104	109	115	110
Oc1ccccc1CNCCCNCc1ccccc1O	3	98	2	-7	104	94	96	105
O=S(=O)(/C=C/c1ccccc1)Nc1ccc(F)cc1	-10	94	0	15	100	94	91	97
O=C(O)CCc1ccc(-c2ccc(Br)cc2)n1Cc1ccco1	3	83	2	-12	92	86	126	90
O=Cc1ccc(-c2cccc([N+](=O)[O-])c2)o1	3	100	1	6	94	90	113	98
COc1ccc(NC(=O)c2cccc(Cn3cc(Br)c([N+](=O)[O-])n3)c2)c(C)c1	-5	107	0	36	108	109	95	108
COc1ccc(C)cc1N(C(=O)CNC(=O)c1ccco1)C(C(=O)NC1CCCC1)c1cccnc1 (centres undefined)	-2&6	97	0	-1	101	90	96	92
O=C(NC1CCCC1)C(c1cccs1)N(C(=O)c1ccco1)c1ccc2c(c1)OCO2 (centres undefined)	99	104	0	-6	102	87	97	99
Cc1ccccc1NC(=S)/C(=C(\[O-])c1ccc(C)c([N+](=O)[O-])c1)[n+]1ccccc1	-1	111	4	.	104	97	100	104
COc1ccc(Sc2ccc(/C=C3\C(=O)NN(c4ccccc4)C3=O)o2)cc1	2	100	1	12	103	96	97	101
Cn1c(SCC(=O)Nc2ccccc2F)nnc1-c1cccnc1	149	114	0	-9	103	107	104	112
COc1ccccc1C(=O)N(Cc1sccc1C)C1CCS(=O)(=O)C1 (centres undefined)	-1	98	0	1	94	95	91	93
Cc1ccc(C(=O)Nc2ccc(Oc3ccc(C(=O)O)c(C(=O)O)c3)cc2)cc1C	6	100	0	-7	99	112	107	107
Cc1ccc(S(=O)(=O)N2CCN(C(=O)c3cccc(-n4cccc4)c3)CC2)cc1	7	91	2	-29	92	88	95	93
CCc1nnc(N2C(=O)c3ccccc3C2(O)c2ccccc2)s1 (centres undefined)	5	100	0	3	112	105	100	101
CN(CC(=O)Nc1cccc(F)c1)C(=O)c1cc([N+](=O)[O-])ccc1N1CCOCC1	10	109	0	19	104	102	116	100
COc1ccc(-n2c(C)c(C)c3c(NCCO)ncnc32)cc1	13	99	4	22	107	100	91	109
O=Cc1c(Sc2ccccc2)nc2ccccn2c1=O	-2	?	2	-1	70[may fluoresce violet]	?	78[may fluoresce violet]	223*[may fluoresce violet]
COCCN=C1N[C@@H](c2cccc(C(F)(F)F)c2)C(C(=O)OC)=C(C)N1Cc1ccccc1	-4	72	0	39	90	67	106	94
O=C(COC(=O)c1ccc(NS(=O)(=O)c2ccc3c(c2)OCCO3)cc1)NC1CC1	9	94	0	9	96	94	98	102
CCCC1(C(=O)O)NC(c2ccc(OC)cc2O)C2C(=O)N(c3ccc(OC)cc3)C(=O)C21 (centres undefined)	3	94	3	0	92	90	103	109
CCOC(=O)N1CCC(=NNc2ccc(S(=O)(=O)N3CCOCC3)cc2[N+](=O)[O-])CC1	4	97	6	8	100	94	94	99
N/C(=N\OC(=O)N1CCOCC1)c1ccccc1	5	101	1	18	96	95	94	92
COc1ccccc1N(CC(=O)NCC1CCCO1)C(=O)Cn1nnc(-c2cccs2)n1 (centres undefined)	17	103	1	15	94	105	99	97
C=C(NC(C)=O)c1c(F)cccc1F	0	92	1	-6	93	97	97	87

(listing goes on)
SMILES	GASC-1 inh	AGP1-GFP MLPCN	GRK2 aptamer HTS	VLA-4 inh	RPL19A-GFP yeast	CIT2-GFP yeast	LAP4 TOR yeast	MEP2-GFP yeast
O=C(N/N=C/c1ccccc1O)c1cccc(C(F)(F)F)c1	5	95	0	5	95	97	99	100
COC(=O)Cc1c(O)ccn(CCc2c[nH]c3ccccc23)c1=O	6	95	0	-4	95	93	95	84
CN(CC(=O)N1CCN(Cc2ccccc2)CC1)C(=O)Cc1cccc2ccccc12	5	97	0	2	94	96	92	100
COc1ccc2ccccc2c1CN1CCN(Cc2ccccc2)CC1	-3	103	1	-2	99	99	99	107
Cc1ccc(NS(=O)(=O)c2cccc(C(=O)Nc3cc(C)on3)c2)cc1	0	107	0	22	105	114	107	116
Cc1onc(-c2c(F)cccc2Cl)c1C(=O)NCCc1ccncc1	-3	99	0	1	105	92	98	102
CCCCn1c(SCC(=O)NC2CC2)nc2ccccc2c1=O	2	100	4	0	99	102	103	102
COc1ccc(Br)cc1CNC(=O)CCNC(=O)Cn1ccc2ccccc2c1=O	1	103	0	6	100	104	118	142
c1ccc2c(N3CCCCCC3)nc(-c3ccncc3)nc2c1	13	92	0	-3	93	90	84	84
